HT1080 IDH1KD tx – kills HT-1080 cells with IDH1 knockdown. AID 686971. 2% of 360,000 active. Potency, µM (titrated, usually from 46.1 µM), for the others: at the highest dose activity, negative = toxicity, hits mostly cytotoxic. HT-1080 IDH1 knockdown viability, ATP luminescence, 48 h;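 further: 0% = DMSO wells and -100% = cell-free medium wells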
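Using the IDH1-knockdown HT-1080 line run in the same batch and compound series as the NT line, viability after 48 h at 37 °C was determined by CellTiter-Glo luminescence and expressed as % activity.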
KB-V1 MDR tox – kills drug-selected multidrug resistant KB-V1 cells; KB-V1 MDR cells viability, CellTiter-Glo, 72 h; Potency, µM (series often up to 46.1 µM), inactives show at the top dose activity change, negative = cytotoxicity, hits mostly cytotoxic; 3.4% of 400,000 active; further: on the % scale 0 is the no-effect control and ±100 the full control effect; nearly all actives have a fitted effect of over 60% in size
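Readout: CellTiter-Glo luminescence, 10 min after addition. Cells: KB-V1 MDR subline, 72 h at 37 degrees C with compound. Analysis: corrected, normalized data fitted to concentration-effect curves.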
SW480 rerep – inducers of DNA re-replication in SW480 colon cancer cells; Potency, µM (series often up to 46.1 µM), inactives show at the highest dose re-replication activation, most hits filed as activators; 1.8% of 340,000 active; SW480 DNA re-replication, Hoechst DNA content imaging, 48 h; AID 624297; further: % of control where 0% means no effect; nearly all actives have a fitted effect of over 55% in size
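DNA re-replication was detected as more nuclei of elevated Hoechst intensity after 48 hr exposure to compound (23 nL pinned per well of 250 cells).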
KB-3-1 tox – kills parental KB-3-1 adenocarcinoma cells | KB-3-1 viability, CellTiter-Glo ATP luminescence, 72 h | Potency, µM (top dose mostly 46.1 µM), inactives show top-dose activity change, negative = cytotoxic, hits mostly cytotoxic | 1.4% of 400,000 active; further: on the % scale 0 is the no-effect control and ±100 the full control effect; nearly all actives have a fitted effect of over 60% in size
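KB-3-1 cells, DMEM (no phenol red) + 10% FBS; compound by pin transfer, 72 h, 37 °C. Readout: CellTiter-Glo luminescence after 10 min. Data normalized, curve-fitted.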
TDP-43 yeast inh – rescues yeast growth from TDP-43 toxicity; TDP-43 expressing yeast growth rescue, BacTiter-Glo, 24 h; Potency, µM (top dose mostly 46.1 µM), without a hit: top-dose growth rescue (activation), usual class: activators; 1.8% of 410,000 active; AID 652104; further: % of control where 0% means no effect; nearly all actives have a fitted effect of over 50% in size
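In this qHTS, compounds that restore growth of yeast expressing TDP-43 appear as activators. Cells (OD600=0.02, galactose medium, raffinose-pregrown) are incubated with compound 24 hr at 30 deg C and growth is quantified by BacTiter-Glo.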
HT1080-NT tox – kills 2HG-producing HT-1080-NT fibrosarcoma cells; Potency, µM (titrated, usually from 46.1 µM), for inactives: at the top dose activity, negative = less viability, most hits filed as cytotoxic; 1.6% of 360,000 active; AID 686970; HT-1080-NT fibrosarcoma viability, CellTiter-Glo ATP luminescence, 48 h;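 further: NT is the 2HG producing partner of a matched IDH1 knockdown line; 0% = DMSO-treated cells and -100% = media-only wells without cells; nearly all actives have a fitted effect of over 55% in size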
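Viability by CellTiter-Glo luminescence after 48 h compound exposure at 37C of HT-1080-NT cells (750/well, RPMI, 5% FBS). % activity scaled between DMSO wells and medium-only wells, then curve-fitted and categorized by curve class.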
GLP1R ag – agonists of human GLP-1 receptor; P43220; HEK293 GLP-1R CRE-luciferase, luminescence, 4-6 h; cells express a hypersensitive GLP-1R form; Potency, µM (highest dose often 45.6 µM), for inactives: at the highest dose activation, usual class: activators; 0.007% of 380,000 active; further: % of control where 0% means no effect
Target sequence (P43220 whole entry, looked up): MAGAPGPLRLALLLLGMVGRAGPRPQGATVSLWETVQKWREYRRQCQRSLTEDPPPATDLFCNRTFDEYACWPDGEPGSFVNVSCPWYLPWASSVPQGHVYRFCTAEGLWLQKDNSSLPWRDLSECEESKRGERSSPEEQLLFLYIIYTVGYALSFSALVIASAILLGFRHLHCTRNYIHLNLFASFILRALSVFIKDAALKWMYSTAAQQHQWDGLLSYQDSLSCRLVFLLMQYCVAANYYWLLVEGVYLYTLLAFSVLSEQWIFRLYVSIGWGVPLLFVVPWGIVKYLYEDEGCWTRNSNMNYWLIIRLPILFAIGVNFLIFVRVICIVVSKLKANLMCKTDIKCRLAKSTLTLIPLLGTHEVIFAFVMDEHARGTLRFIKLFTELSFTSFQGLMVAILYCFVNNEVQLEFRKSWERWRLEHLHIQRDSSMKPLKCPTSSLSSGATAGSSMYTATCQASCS
GLP1R inv ag – inverse agonists of human GLP-1 receptor; HEK293 GLP-1R CRE-luciferase, luminescence, 24 h; GLP-1R form is constitutively active; Potency, µM (titrated, usually from 38.3 µM), inactives show at the top dose activity change, negative = inhibition, usual class: inhibitors; 1.6% of 410,000 active; AID 624417; further: on the % scale 0 is the no-effect control and ±100 the full control effect; nearly all actives have a fitted effect of over 55% in size
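Assay principle: reduced luminescence from a cAMP-responsive reporter in HEK293 cells co-expressing a constitutively active GLP-1R. Conditions: 24 hr compound incubation, 37 deg C, 5% CO2.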
HEK293 tox – cytotoxicity counter-screen for GLP-1 receptor inverse agonists | Potency, µM (titrated, usually from 38.3 µM), for inactives: at the highest dose activity change, negative = inhibition, hits mostly inhibitors | 0.13% of 410,000 active | AID 624418 | HEK293 cAMP-luciferase reporter cells, luminescence, 24 h;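 further: loss of luciferase light is scored as toxicity; on the % scale 0 is the no-effect control and ±100 the full control effect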
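Compound-treated cells are incubated 24 hr at 37 deg C under 5% CO2 after a 12 hour attachment period, then luciferase detection reagent is added and luminescence is measured following 12 min at room temperature; lowered signal indicates toxicity.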
An asterisk follows results filed as active; ? = inconclusive; · = no result given; [ ] = another dose, or the depositor's remark. The call rests on the fitted dose curve; in most records, active means well fitted curve in the direction sought with a large enough effect; inconclusive means small, poorly fitted or top-dose-only effect, or another doubt; inactive means no such curve, though single readings can be large; an effect the other way counts as inactive or inconclusive. Potency means the concentration at half of the fitted maximal effect.

SMILES	HT1080 IDH1KD tx	KB-V1 MDR tox	SW480 rerep	KB-3-1 tox	TDP-43 yeast inh	HT1080-NT tox	GLP1R ag	GLP1R inv ag	HEK293 tox
O=C(Nc1nc(OCC(F)(F)F)cnc1/C=C\c1ccccc1)c1ccccc1	0%	-23%	·	0%	-6%	-3%	-2%	-2%	-4%
CCOC(=O)C1=C(C)N(C[C@@H]2CC[C@@H](Cc3ccc4cc(OC)ccc4c3)O2)C(=O)NC1c1ccc(OC)cc1 (some centres undefined)	-1%	?	?	0%	3%	1%	6%	?	-6%
COc1ccc(-c2cncnc2N)cc1OC	6%	16%	·	17%	28%	9%	12%	12%	3%
COC(C[C@H](O)C[C@@H](O)COCc1ccccc1)OC	5%	18%	2%	5%	0%	2%	7%	13%	2%
CCCCN(c1ccccc1)S(=O)(=O)c1cc2c3c(c1)C(C)C(=O)N3CCC2 (centres undefined)	·	?	·	?	1%	·	·	1%	2%
Cc1ncc(CO)c2cc(C(=O)Nc3ccccc3Cl)c(=Nc3cccc(C(N)=O)c3)oc12	0%	-3%	-7%	6%	25%	1%	0%	14%	2%
Cc1ccc2c(c1)C(=O)C(=O)N2CC(=O)Nc1ccc(N2CCOCC2)cc1	-1%	0%	-2%	11%	-6%	0%	-3%	15%	-3%
O=C(Nc1nnc(-c2ccccc2)s1)c1cc(S(=O)(=O)N2CCOCC2)c(Cl)cc1Cl	7%	20%	1%	11%	-3%	7%	0%	5%	8%
CC(C)c1ccc(S(=O)(=O)N2CCCCC2)cc1	9%	?	0%	?	0%	10%	0%	?	3%
Cc1nc(SCC(=O)N2CCNC2=O)c(C#N)c(C)c1C	6%	-1%	·	?	0%	5%	2%	13%	3%
COc1ccccc1N1CCN(C(=O)CSc2nc3ccccc3nc2Cc2ccccc2)CC1	·	-26%	·	-7%	?	·	2%	11µM*	-15%
C/C(CC1CC(C)OC1=O)=N\NC(N)=S (centres undefined)	2%	2%	?	-3%	5%	3%	-7%	?	-11%
COC(=O)c1ccc2c(=O)n(-c3ccccc3F)c(=S)[nH]c2c1	-1%	18µM*	-2%	?	-7%	0%	1%	-22%	7%
c1ccc(-c2nnc(CSc3nnc(-c4cccs4)o3)o2)cc1	-2%	0%	-2%	1%	?	8%	8%	0%	2%
Cc1cc(C)c(S(=O)(=O)Nc2ccccc2-c2ccccc2)c(C)c1	-20%	18µM*	10%	?	-16%	-2%	-6%	?	-25%
CCOc1ccccc1NC(=O)c1c(NC(=O)COc2ccc(Cl)cc2)sc2c1CCCCC2	·	?	·	1%	10%	·	·	1%	-4%
COC(=O)c1ccccc1S(=O)(=O)N1CCC(C(=O)NCc2ccccn2)CC1	6%	10%	·	1%	11%	9%	1%	10%	1%
Cn1ncc2c(N3CCC(Cc4ccccc4)CC3)ncnc21	?	4.6µM*	3%	?	?	-25%	17%	?	1%
O=C(N/N=C/c1ccncc1)c1ccc(COc2cccc3cccnc23)cc1	-26%	-17%	12%	-1%	-9%	-7%	3%	51%[activator]	0%
COc1ccccc1Cc1c(-c2cccc(Cl)c2)nc2c(C)cc(Br)cn12	8%	13%	·	-29%	20%	2%	4%	10%	-1%

Copied from the listing, four compounds:
SMILES	HT1080 IDH1KD tx	KB-V1 MDR tox	SW480 rerep	KB-3-1 tox	TDP-43 yeast inh	HT1080-NT tox	GLP1R ag	GLP1R inv ag	HEK293 tox
CC(C)c1ccc(S(=O)(=O)N2CCCCC2)cc1	9%	?	0%	?	0%	10%	0%	?	3%
Cc1nc(SCC(=O)N2CCNC2=O)c(C#N)c(C)c1C	6%	-1%	·	?	0%	5%	2%	13%	3%
COc1ccccc1N1CCN(C(=O)CSc2nc3ccccc3nc2Cc2ccccc2)CC1	·	-26%	·	-7%	?	·	2%	11µM*	-15%
C/C(CC1CC(C)OC1=O)=N\NC(N)=S (centres undefined)	2%	2%	?	-3%	5%	3%	-7%	?	-11%

Back to the main list; the two compounds before the break are reprinted first.
SMILES	HT1080 IDH1KD tx	KB-V1 MDR tox	SW480 rerep	KB-3-1 tox	TDP-43 yeast inh	HT1080-NT tox	GLP1R ag	GLP1R inv ag	HEK293 tox
O=C(N/N=C/c1ccncc1)c1ccc(COc2cccc3cccnc23)cc1	-26%	-17%	12%	-1%	-9%	-7%	3%	51%[activator]	0%
COc1ccccc1Cc1c(-c2cccc(Cl)c2)nc2c(C)cc(Br)cn12	8%	13%	·	-29%	20%	2%	4%	10%	-1%
O=C(NCCc1nc2ccccc2n1Cc1ccccc1)c1ccco1	·	-27%	·	-1%	10%	·	·	11%	1%
COc1ccc2nc3c(nc2c1)CCCC3	5%	20%	-8%	30%	28%	3%	10%	84%[activator]	12%
COc1ccc(Nc2ncc3c(n2)CCN(Cc2ccc(Br)s2)C3)c(OC)c1	·	14%	·	2%	19%[9.22 µM]	·	·	-10%	86%[activator]
N=c1sccn1CC(=O)NC(c1ccccc1)c1ccccc1	-23%	-29%	-1%	3%	-6%	-1%	9%	?	2%
CC(=O)c1c(C)[nH]c2ccccc2c1=O	8%	0%	2%	-3%	1%	18%	-5%	2%	-10%
CCc1nnc(NC(=O)C2CSC3(C)CCC(=O)N23)s1 (centres undefined)	-1%	15%	-4%	-2%	-12%	3%	-2%	44%[activator]	5%
CCCC12CN3CC(C)(CN(C1)C3c1ccc(OC(C)C)cc1)C2=O (centres undefined)	1%	0%	-4%	0%	-8%	0%	5%	2%	1%
CCOC(=O)c1cc(OC(=O)c2ccccc2)n(-c2ccccc2)n1	4%	17%	-5%	15%	3%	12%[9.24 µM]	-3%	0%	1%
Cc1ccsc1/C=C1\SC(=S)N(CC2CCCO2)C1=O (centres undefined)	12%	13%	-7%	0%	18%	?	-3%	-1%	12%
COc1ccc(Br)cc1C(=O)Nc1ccc(NC(=O)c2ccco2)cc1	8%	2%	-4%	9%	4%	11%	0%	8%	-3%
COc1ccc(-c2[nH]ncc2CN2CCCOc3c(cccc3OC)C2)c(OC)c1	5%	8%	-137%[inhibitor]	14%	-17%	13%	10%	?	-4%
C/C(=N\NC(=O)c1nnn(-c2nonc2N)c1-c1ccc2c(c1)OCO2)c1cccs1	-14%	?	20%	16%	-5%	-2%	0%	-12%	2%
Cc1cc(C)c(NC(=O)CCN2C(=O)c3ccccc3Sc3ncccc32)c(C)c1	·	?	·	3%	13%	·	·	-13%	2%
CCCCn1c(N)c(N(CC(C)C)C(=O)C2CCCO2)c(=O)[nH]c1=O (centres undefined)	6%	2%	-1%	6%	14%	13%	-4%	2%	4%
CCOc1cc(C2C(C(=O)OC(C)C)=C(C)N=C3SCCC(=O)N32)ccc1OC(C)=O (centres undefined)	-2%	-3%	-11%	5%	7%	-2%	1%	-7%	-17%
CC(=O)c1cccc(NC(=O)C(C)OC(=O)CNC(=O)c2ccc(C)s2)c1 (centres undefined)	-2%	-2%	-1%	4%	-1%	-1%	10%	1%	7%
CC1(C)CC(N(Cc2ccc(F)cc2)C(=O)c2ccc(F)cc2)CCO1 (centres undefined)	6%	-3%	-11%	2%	6%	5%	10%	2%	-7%
O=S(=O)(c1ccc(SCc2cccc(Cl)c2)nc1)N1CCCC1	4%	-4%	-13%	-16%	?	0%	19%	?	2%
O=C(Nc1ccc(Br)cc1F)c1nc[nH]c1C(=O)N1CCc2ccccc2C1	3%	?	·	-11%	7%	-2%	0%	0%	5%
COc1ccccc1N(CC(=O)NC1CCCC1)C(=O)CNC(=O)c1cccs1	1%	-9%	-7%	-6%	-21%	-4%	6%	-1%	-1%
CCN(C(=O)COC(=O)CCS(=O)(=O)c1ccc(C)cc1)C1CCS(=O)(=O)C1 (centres undefined)	-6%	2%	-22%	-2%	-8%	-2%	0%	1%	3%
CN(C(=O)c1ccncc1)C1CCS(=O)(=O)C1 (centres undefined)	0%	7%	-1%	-1%	-8%	10%	-8%	0%	0%
CCCOc1ccc(-c2nc(SC)[nH]c(=O)c2C#N)cc1OC	·	0%	·	-12%	8%	·	·	13%	0%
CCC(O)CNC(=O)CCc1nnc(C2(c3ccc(Cl)cc3)CCC2)o1 (centres undefined)	22%	2%	-12%	-3%	-5%	21%	1%	5%	-3%
Cc1ccccc1/C=C/C(=O)c1ccc([N+](=O)[O-])o1	?	?	?	?	-92%[inhibitor]	?	-23%	?	?
COc1ccc(CCNS(=O)(=O)c2cccc([N+](=O)[O-])c2)cc1	22%	-12%	-2%	0%	-4%[1.82 µM]	8%	13%	-15%	8%
Cc1cc(Br)c2c(c1)C(O)(N1CCCCC1C)C(=O)N2 (centres undefined)	-6%	-12%	-2%	2%	?	-2%	7%	11µM*	-8%
COc1c(C)cccc1C(=O)NC(=S)Nc1ccccc1N1CCCC1	1%	-19%	-8%	-14%	21%	-12%	14%	?	7%
COc1ccc(/C=C/C(=O)NCCCc2ccccc2)cc1	17%	0%	1%	2%	17%	22%	-3%	1%	60%[activator]
Cc1cccc(CN2C(=O)[C@@H]3Cc4c([nH]c5ccccc45)C(C)(C)N3C2=O)c1	·	?	8%	?	·	·	5%	·	·
Cc1ccc(NS(=O)(=O)c2ccc3c(c2)oc(=O)n3C)cc1	-9%	-14%	-2%[9.22 µM]	-3%	6%	13%	-6%	3%	-5%
CC(C)n1ncc2c(C(=O)NCc3ccccc3CN(C)C)cc(C3CC3)nc21	2%	28%	13%	6%	9%	0%[9.24 µM]	29%	?	-2%
COc1ccc(C(=O)NC(=S)Nc2ccc(Cl)cn2)cc1OC	13%	0%	13%	?	0%	16%	-1%	20%	5%
Cc1cc(SCC#N)n2nc(C)c(-c3ccc(Cl)cc3)c2n1	8.9µM*	5%	1%	-4%	-4%	?	16%	0%	-5%
CN1CCN(CC(O)Cn2c3ccccc3c3ccccc32)CC1 (centres undefined)	5%	0%	-1%	-2%	9%	-22%	5%	?	1%
O=C(c1cc(Cl)ccc1O)N1CCN(S(=O)(=O)Cc2ccccc2)CC1	-3%	?	5%	-21%	6%	-3%	5%	-25%	-19%

Source: PubChem BioAssay
